# PTHR1 agonist: activates the human parathyroid hormone receptor PTHR1; Q03431; HEK293 GP2 PTHR1 cells, GloSensor cAMP luminescence, 1 h; Potency, µM (highest dose often 115 µM), for inactives: at the top dose activation, actives largely listed as activators; hit rate 0.075% among 410,000; AID 743266; also: potency is read from the fitted curve at half-maximal effect; nearly all actives have a fitted effect of over 55% in size; some results filed as inactive show a strong effect at the top dose; inactives centre near -15; many of its hits are not listed in these tables
# Target sequence (Q03431 whole entry, looked up): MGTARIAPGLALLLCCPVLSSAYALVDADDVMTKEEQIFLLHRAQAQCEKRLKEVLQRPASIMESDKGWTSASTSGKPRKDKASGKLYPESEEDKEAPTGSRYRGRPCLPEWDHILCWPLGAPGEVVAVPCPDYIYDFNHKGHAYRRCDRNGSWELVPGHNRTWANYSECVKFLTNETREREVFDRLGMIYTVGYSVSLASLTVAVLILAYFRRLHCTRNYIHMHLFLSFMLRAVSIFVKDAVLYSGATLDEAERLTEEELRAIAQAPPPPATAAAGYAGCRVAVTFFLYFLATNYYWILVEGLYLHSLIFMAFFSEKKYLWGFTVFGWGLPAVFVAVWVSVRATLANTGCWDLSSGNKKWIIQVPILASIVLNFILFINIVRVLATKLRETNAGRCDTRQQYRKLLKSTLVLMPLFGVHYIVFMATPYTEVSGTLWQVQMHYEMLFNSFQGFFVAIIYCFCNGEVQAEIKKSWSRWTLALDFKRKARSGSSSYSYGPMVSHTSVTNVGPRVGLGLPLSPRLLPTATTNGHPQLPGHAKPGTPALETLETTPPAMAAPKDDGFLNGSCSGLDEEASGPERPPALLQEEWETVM
#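 HEK-293-derived GP2 cells expressing PTHR1 and a GloSensor cAMP reporter, 3,000/well, plated overnight, given luciferin plus IBMX (each 0.5 mM as added) for 1 h at 37 °C, then compound for 1 h at 37 °C. Luminescence was read after 15 min at room temperature.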
# EPAC2 agonist: EPAC2 (human) agonism. EPAC2 activation, biochemical qHTS; response scale: 100% = 6.5 mM cAMP response. Potency, µM (top dose mostly 154 µM), for the others: at the top dose activation, most hits filed as activators. hit rate 0.079% among 360,000; also: potency is read from the fitted curve at half-maximal effect; nearly all actives have a fitted effect of over 50% in size
#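 EPAC2 (100 nM) mixed with Rap1B loaded with BODIPY-GDP (250 nM) plus 50 uM unlabeled GDP; compounds pinned in, 5 min RT, then read every 5 min for 30 min (ex 480, em 540 nm). Normalized to cAMP control.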
# EPAC2 antagonist: antagonists of human EPAC2 | Potency, µM (doses to about 114 µM), for inactives: at the top dose activity, negative = inhibition, most hits filed as inhibitors | Q8WZA2 | hit rate 0.18% among 360,000 | EPAC2 GEF exchange of Rap1B-BODIPY-GDP, fluorescence; also: potency is read from the fitted curve at half-maximal effect; % is scaled to controls: 0 for no effect and ±100 for the full control effect; nearly all actives have a fitted effect of over 45% in size; many of its hits are not listed in these tables
# CCT chaperon mod: cytosolic chaperonin activity modulation; purified chaperonin ATPase assay, HTRF ADP detection, 30 min; activity change, % (no concentration beside the values), hits read low; hit rate 0.3% among 360,000; in the data active = activity change below about -30%; also: % is scaled to controls: 0 for no effect and ±100 for the full control effect
#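 TRiC (40 or 20 nM final, by batch activity) in 30 mM Tris pH 7.4, 100 mM KCl, 5 mM MgCl2, 1 mM DTT was treated with compound at 76 uM single dose, then 10 uM ATP, 30 min at 37 °C. ADP was read by HTRF Transcreener.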
# D3 ag: D3 dopamine receptor (human) agonism; max activation, %; D3R DiscoveRx beta-arrestin cells, luminescence, 90 min; P35462; hit rate 0.58% among 410,000; in the data active = max activation above about 30%; also: 0% is about no effect; mostly tested at two doses, the higher about 12 µM
# Target sequence (P35462 whole entry, looked up): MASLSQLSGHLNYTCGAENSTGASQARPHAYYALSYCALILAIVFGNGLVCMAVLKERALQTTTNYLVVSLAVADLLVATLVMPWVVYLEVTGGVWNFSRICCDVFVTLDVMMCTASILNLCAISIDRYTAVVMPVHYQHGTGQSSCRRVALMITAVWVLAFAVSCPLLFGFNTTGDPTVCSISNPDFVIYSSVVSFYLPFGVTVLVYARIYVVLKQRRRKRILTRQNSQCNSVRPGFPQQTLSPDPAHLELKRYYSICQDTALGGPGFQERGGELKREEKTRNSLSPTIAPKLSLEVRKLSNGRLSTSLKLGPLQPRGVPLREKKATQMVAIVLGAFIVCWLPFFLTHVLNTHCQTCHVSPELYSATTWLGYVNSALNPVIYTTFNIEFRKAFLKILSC
#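 Agonist mode: compounds and dopamine controls were applied to plated cells for 90 min at 37 degrees C after an overnight attachment at 1500 cells/well. Luminescent read-out followed 30 - 60 minutes at room temperature with DiscoveRx detection reagent.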
# Akt phos inh: Akt phosphorylation inhibition. Neuro2A IGF-stimulated pAkt S473 HTRF, 20 min; hits give low values. hit rate 0.32% among 360,000. activity change, % for hits at 50 µM; in the data active = activity change below about -80%; inconclusive = mostly about -51% to -80%; also: % is scaled to controls: 0 for no effect and ±100 for the full control effect
#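 Neuro2A cells (4,500/well, DMEM with 0.5% FBS) were treated with compound at a single 50 µM final concentration, stimulated with 6 nM IGF for 20 min at 37 °C, and lysed. Phospho-Akt Ser473 was read by HTRF as 665/615 ratio ×10^4.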
# Mm-Cpn inhibitor: inhibitors of Methanococcus maripaludis chaperonin (MmCpn); purified Mm-Cpn ATPase, ADP Transcreener TR-FRET; Potency, µM (titrated, usually from 76.9 µM), for the others: top-dose activity, negative = inhibition, usual class: inhibitors; hit rate 0.031% among 330,000; AID 504842; also: potency is read from the fitted curve at half-maximal effect; % is scaled to controls: 0 for no effect and ±100 for the full control effect; nearly all actives have a fitted effect of over 80% in size
#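 ATPase turnover read by TR-FRET ADP competition (Eu cryptate antibody/ADP-d2, 665/590 nm): 10uM ATP final, 25nM Mm-CPN final, 30 min 37degC after 10-min compound preincubation, pH 7.4 Tris/KCl/MgCl2/DTT buffer.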
# D3 antag: D3 dopamine receptor (human) antagonism; D3R cells, DiscoveRx beta-arrestin luminescence, antagonist mode; hits give low values; max response, negative = inhibition, %; hit rate 2.5% among 360,000; AID 652054; in the data active = max response below about -50%; inconclusive = no clear call, values can overlap the other calls; also: % is scaled to controls: 0 for no effect and ±100 for the full control effect; mostly tested at two doses, the higher about 12 µM
#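 Cells plated overnight at 1500 cells/well, then exposed to library compounds with dopamine controls for 90 minutes at 37 degrees C. DiscoveRx reagent added for 30–60 minutes at room temperature; luminescence read, quantitative HTS format.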
# The depositor's hits bear a star; i = inactive; ? = inconclusive; / = no result given; & = joins results of further samples; [ ] = remark or other dose. Unless noted, calls follow the shape of the dose curve; as a rule, active = well fitted curve in the direction sought with a large enough effect; inconclusive = small, poorly fitted or top-dose-only effect, or another doubt; inactive = no such curve, though single readings can be large; an effect the other way counts as inactive or inconclusive.
SMILES,PTHR1 agonist,EPAC2 agonist,EPAC2 antagonist,CCT chaperon mod,D3 ag,Akt phos inh,Mm-Cpn inhibitor,D3 antag
O=C(c1ccc(NC2=NC3CS(=O)(=O)CC3S2)cc1)N1CCN(Cc2ccccc2)CC1 (stereo not drawn),-19%,12%,5%,-0.5,-3,i,0%,16
O=C(/C(=C(\[O-])c1ccccc1)[n+]1ccc2ccccc2c1)c1ccc(Cl)cc1,i,0%,10%,2.2,-6,i,-6%,13
O=C1[C@H]2[C@H](C=CC[C@H]2C(=O)N2CCN(c3ccccc3)CC2)CCN1Cc1ccc(Cl)c(Cl)c1,-40%[inhibitor],7%,-15%,1.8,2,i,/,5
COc1ccc(NC(=O)c2cc(C3CCCCN3C(=O)OCc3ccccc3)on2)c(C)c1 (stereo not drawn),-16%,18%,-1%,-0.9,-3,i,/,3
O=C(OCc1cc(=O)n2ccsc2n1)C1(c2ccccc2)CC1,0%,3%,22%,0.3,0,i,/,-2
Cc1ccc(OCC(=O)c2c(O)c3ccccc3oc2=O)cc1C,i,-6%,6%,-1.5,0,i,-1%,23
CCC(C)(C)NC(=O)C(c1ccc(OC)cc1)N(CC1CCCO1)C(=O)CCC(=O)Nc1cc(C)on1 (stereo not drawn),i,-1%,-5%,-2.3,1,i,1%,1
CCOc1ccc(C2=C(C=C(C#N)C#N)C(c3ccccc3)c3ccccc3O2)cc1 (stereo not drawn),-25%,1%,-4%,-2.1,-5,i,-1%,?
CC(=O)N(C)c1ccc(NC(=S)NCC(C)C)cc1,-25%,2%,7%,-4.4,-1,i,0%,-9
Cc1cc(OCC(=O)N2CCOCC2)ccc1NC(=O)C1CCCCC1,-3%[57.5 µM],2%,6%,-1.4,9,i,2%,-8

# Single records, as listed above.
# `Cc1ccc(OCC(=O)c2c(O)c3ccccc3oc2=O)cc1C` as listed: PTHR1 agonist: i; EPAC2 agonist: -6%; EPAC2 antagonist: 6%; CCT chaperon mod: -1.5; D3 ag: 0; Akt phos inh: i; Mm-Cpn inhibitor: -1%; D3 antag: 23
# `O=C(OCc1cc(=O)n2ccsc2n1)C1(c2ccccc2)CC1` as listed: PTHR1 agonist: 0%; EPAC2 agonist: 3%; EPAC2 antagonist: 22%; CCT chaperon mod: 0.3; D3 ag: 0; Akt phos inh: i; Mm-Cpn inhibitor: /; D3 antag: -2

# Following part.
SMILES,PTHR1 agonist,EPAC2 agonist,EPAC2 antagonist,CCT chaperon mod,D3 ag,Akt phos inh,Mm-Cpn inhibitor,D3 antag
COc1ccccc1N1CCN(C(=O)C2CCN(S(=O)(=O)c3ccc4c(c3)CC(C)N4C(C)=O)CC2)CC1 (stereo not drawn),i,-4%,-7%,0.5,-5,i,-1%,19
Cc1cc(OCC(=O)N2CCC(O)(c3ccc(Cl)cc3)CC2)c2c(C)cc(=O)oc2c1,-30%,-2%,-1%,1.4,-5,i,-3%,16
CCCN1CCC(NC(=S)Nc2ccc(OC)c(OC)c2)CC1,?,0%,1%,0.5,-1,i,1%,-16
C=CC[C@@H](CC(=O)NCCO)C(=O)N[C@H](C)COC(=O)[C@@H](CC=C)Cc1ccc(F)cc1,22%,-13%,-1%,2.4,-14,i,0%,-10
O=C(Nc1ccc(Oc2ccccc2)cc1)C1CCN(c2ncccn2)CC1,-6%[57.5 µM],-5%,6%,0.8,1,i,0%,24
CC(=O)c1cccc(NC(=O)C2CCN(C(=O)c3ccc([N+](=O)[O-])cc3)CC2)c1,i,12%,-3%,-1.9,-2,i,1%,-7
CCOc1ccc(-c2nc(C#N)c(NC3CC3)o2)cc1,i,3%,0%,0.7,1,i,0%,-6
COc1ccc(N2C(=O)C3C4C=CC(C5CC45)C3C2=O)c([N+](=O)[O-])c1 (stereo not drawn),-31%[inhibitor][57.5 µM],-2%,2%,-2.6,0,i,-2%,18
C=C(C)CSc1nc2ncccc2[nH]1,i,5%,8%,-0.5,1,i,1%,11
CCC(C)[C@H](NC(=O)NCc1ccc(S(N)(=O)=O)cc1)C(=O)O (stereo partly drawn),i,8%,11%,0.1,1,i,-3%,-1
Cc1ccc2nsnc2c1NC(=O)COc1ccccc1F,-10%,0%,0%,-0.5,5,i,0%,3
COc1cc(C2NC(=S)NC(c3ccccc3)=C2C(C)=O)cc(Br)c1OCC(N)=O (stereo not drawn),-22%,6%,-14%,1.2,0,i,-5%,9
COc1ccc(OCc2ccc(C(=O)N3CCOCC3)cc2)cc1,i,2%,2%,-5.2,0,i,1%,-6
Cc1cc(-c2csc3nc[nH]c(=S)c23)cc(C)c1C,-14%,-5%,-20%,1.7,2,i,-1%,-6
C/C(=C\CNc1ncnc2nc[nH]c12)CO,?,5%,-7%,-3.2,-21,i,/,0
COc1cc(C)ccc1OCCOCCOc1cc(C)c(C)cc1Br,i,9%,-15%,-0.8,24,i,-4%,11
Clc1cccc(Cl)c1-c1nnc2ccc(N3CCOCC3)nn12,i,-5%,-5%,-7.1,10,i,0%,12
COc1ccc(CN2CCN(C(=O)CC(C)C)CC2)cc1,-20%,5%,0%,1.0,2,i,-1%,83
COc1ccc(-c2nn(-c3ccccc3F)cc2CNCCn2nc(C)cc2C)cc1,-1%,6%,-6%,0.5,-2,i,-3%,-22
CC(C)(C)c1nnc(NC(=O)CCn2cnc3ccccc3c2=O)s1,i,-1%,3%,-3.2,0,i,9%,9

# Reprinted from the part before: 3 entries, followed by the next part.
SMILES,PTHR1 agonist,EPAC2 agonist,EPAC2 antagonist,CCT chaperon mod,D3 ag,Akt phos inh,Mm-Cpn inhibitor,D3 antag
COc1ccc(CN2CCN(C(=O)CC(C)C)CC2)cc1,-20%,5%,0%,1.0,2,i,-1%,83
COc1ccc(-c2nn(-c3ccccc3F)cc2CNCCn2nc(C)cc2C)cc1,-1%,6%,-6%,0.5,-2,i,-3%,-22
CC(C)(C)c1nnc(NC(=O)CCn2cnc3ccccc3c2=O)s1,i,-1%,3%,-3.2,0,i,9%,9
CCOC(=O)c1c(C)[nH]c(C)c1S(=O)(=O)N(C)CC(=O)NCc1ccc(C)cc1,-7%,-3%,-1%,-0.9,-1&4,i,2%,2
Cc1ccc(C(=O)Nc2ccc(S(=O)(=O)N3CCCC3)cc2)o1,-7%,-3%,-4%,-1.4,-4,i,0%,-20
COC(=O)NNC(=O)COc1ccccc1C,-18%,3%,4%,-3.2,-3,i,-6%,-26
CC(NC(=O)c1cccc(C(F)(F)F)c1)C1CCCO1 (stereo not drawn),-14%[57.5 µM],-4%,-4%,2.0,24,i,0%,-11
CCOC(=O)c1c(NC(=O)CCCN2CCOCC2)sc2c1CC(C)(C)OC2,-28%[57.5 µM],-3%,-5%,-0.8,-1,i,-5%,-24
CCCC(=O)Nc1ccc2c(c1)C(=O)N(CCC(=O)O)C2=O,i,1%,5%,-3.6,2,i,-3%,-8
Cn1c(=O)c2[nH]c(CN(Cc3ccccc3)Cc3ccccc3)nc2n(C)c1=O,-17%,-13%,16%,-0.5,5,i,1%,6
Cc1ccc(Cl)cc1NC(=O)C1CCN(S(C)(=O)=O)CC1,i,-5%,-3%,-0.9,4,i,0%,18
N#CCC(=O)N/N=C/c1ccc(Sc2nc3ccccc3s2)o1,-26%[57.5 µM],12%,-7%,-0.2,3,i,1%,8
CC1(C)CC2(C)OC2C2(C1)N=NC(=Nc1ccccc1)O2 (stereo not drawn),i,8%,-24%,1.6,4,i,/,44
CC1(C(=O)NS(=O)(=O)c2ccc(F)cc2F)CCN1C(=O)Cc1ccc(Cl)cc1Cl (stereo not drawn),-3%,4%,8%,-0.1,-6,i,/,0
Cc1cccc(C)c1NC(=O)CN(c1ccccn1)S(=O)(=O)c1ccccc1,i,4%,-3%,0.6,6,i,-6%,18
CCOc1cc(C(=S)N2CCOCC2)ccc1OC(=O)/C=C/c1ccc(OC)c(OC)c1,-9%,10%,-7%,-2.5,-1,i,2%,4
Cc1nn(-c2ccccc2)c(C)c1NC(=O)COC(=O)CC(C)c1ccccc1 (stereo not drawn),i,-5%,1%,0.0,-8,i,-1%,6
CCC/C(=N\NC(=O)c1cccc(C)c1)c1ccccc1,-6%,-1%,10%,-2.4,4,i,1%,8
Nc1nc(Nc2ccccc2)nc(NC2CCCCC2)c1[N+](=O)[O-],-8%,4%,-16%,0.0,1,i,-1%,-2
CCc1ccc(C(=O)Nc2cc(C)ccc2F)s1,-14%,-2%,-8%,-2.2,-4,i,2%,-6
Cc1ccc(-c2n[nH]c(=O)c3ccccc23)cc1N,25%[57.5 µM],5%,4%,-2.0,9,i,0%,-11
O=C(NCCCN1CCOCC1)c1cc(-c2cccc(Br)c2)nc2ccccc12,-15%,4%,-6%,2.8,-5,i,-7%,-8
O=C(N/N=C/c1ccc(F)cc1)c1cc[n+]([O-])cc1,i,1%,4%,-1.1,-12,i,-2%,-16
O=C(Nc1nccs1)c1ccc(COc2ccc(Cl)cc2)o1,-10%[57.5 µM],11%,0%,-0.7,13,i,/,39
CCOc1ccc(N(CC(=O)NC2CCCC2)C(=O)CCCC(=O)Nc2ccccn2)cc1,-4%[57.5 µM],-2%,0%,-1.8,-1,i,-1%,6
O=C1c2ccccc2-c2c1cccc2C(=O)N(CCO)CCO,i,1%,4%,-2.2,-1,i,0%,-4
CC1CCN(CC(=O)N2CCc3ccccc32)CC1,-3%,-1%,-1%,0.9,0,i,2%,-58*
COc1cc(/C=C/CN2CCN(CCC(C)C)C(CCO)C2)ccc1O (stereo not drawn),i,0%,6%,0.8,-14,i,4%,1
CC(=O)NC(Cc1c[nH]c2ccccc12)C(=O)OCC(=O)N1CCN(S(=O)(=O)c2ccc(Cl)cc2)CC1 (stereo not drawn),i,8%,-10%,-1.1,4,i,/,-3
COc1ccc2ccccc2c1C1CC(=O)N2CN(Cc3ccco3)CSC2=C1C#N (stereo not drawn),i,16%,5%,-1.6,8,i,-1%,-10
COc1cc(NC(=O)CC(C)C)ccc1NC(=O)c1ccco1,i,3%,0%,-7.4,2,i,/,7
COc1ccc(NC(=O)CC2C(=O)N(c3ccccc3)C(=O)N2Cc2ccco2)cc1 (stereo not drawn),i,-4%,-6%,0.2,7,i,-7%,2

# An excerpt (hit frequency here may not be typical).
